# KCNQ2 block: KCNQ2 channel blockers in CHO-K1 cells – cell-based, FluxOR thallium flux, B-score, primary screen (AID 2156); O88943; 20 min; hits give low values; B-score at 10 µM; 1.1% of 310,000 active;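 active = fluorescence ratio B-score at most minus 3 library SDs, with starting brightness B-score within 2 library SDs, cut at about -5.5 in these data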
# CHT block: inhibits the human high affinity choline transporter; Q9GZV3; CHT-expressing cells, membrane potential dye, choline response; hits give low values; B-score at 10 µM; 0.86% of 310,000 active; AID 488975;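 active = B-score over 3 SD under the library average, and starting fluorescence ratio not unusually high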;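 note: choline stimulus applied at its EC90 after an EC20 pre-addition; B-score computed on integrated fluorescence ratio after choline addition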
# Target sequence (Q9GZV3 whole entry, looked up): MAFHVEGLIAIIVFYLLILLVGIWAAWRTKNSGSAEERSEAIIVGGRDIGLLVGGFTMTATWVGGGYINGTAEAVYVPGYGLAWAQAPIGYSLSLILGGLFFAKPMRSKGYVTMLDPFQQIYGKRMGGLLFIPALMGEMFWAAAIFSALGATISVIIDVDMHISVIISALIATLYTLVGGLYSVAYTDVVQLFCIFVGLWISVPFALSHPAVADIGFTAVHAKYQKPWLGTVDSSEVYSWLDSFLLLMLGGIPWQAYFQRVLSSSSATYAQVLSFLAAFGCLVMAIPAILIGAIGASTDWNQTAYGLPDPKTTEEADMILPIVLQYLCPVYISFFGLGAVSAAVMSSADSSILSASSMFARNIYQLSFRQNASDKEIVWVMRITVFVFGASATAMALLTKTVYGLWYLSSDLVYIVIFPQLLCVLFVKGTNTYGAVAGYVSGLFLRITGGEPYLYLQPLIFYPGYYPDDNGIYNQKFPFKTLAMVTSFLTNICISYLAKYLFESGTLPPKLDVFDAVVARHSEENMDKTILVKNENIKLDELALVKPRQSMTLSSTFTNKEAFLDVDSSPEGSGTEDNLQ
# Kir21 block: Kir2.1 (mouse) channel inhibition | P35561 | HEK293-Kir2.1, FluxOR thallium flux fluorescence; hits give low values | B-score at 10 µM | 0.85% of 310,000 active;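 active = fluorescence ratio B-score at or below minus 3 SD of library scores, with starting-brightness B-score within 2 SD, cut at about -4.2 in these data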;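 note: channel flux triggered by added potassium and thallium sulfate stimulus; B-score of peak minus minimum fluorescence over baseline after thallium stimulus; more negative B-score means stronger Kir2.1 block with less thallium influx; some compounds called inactive have numbers as strong as hits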
# Target sequence (P35561 whole entry, looked up): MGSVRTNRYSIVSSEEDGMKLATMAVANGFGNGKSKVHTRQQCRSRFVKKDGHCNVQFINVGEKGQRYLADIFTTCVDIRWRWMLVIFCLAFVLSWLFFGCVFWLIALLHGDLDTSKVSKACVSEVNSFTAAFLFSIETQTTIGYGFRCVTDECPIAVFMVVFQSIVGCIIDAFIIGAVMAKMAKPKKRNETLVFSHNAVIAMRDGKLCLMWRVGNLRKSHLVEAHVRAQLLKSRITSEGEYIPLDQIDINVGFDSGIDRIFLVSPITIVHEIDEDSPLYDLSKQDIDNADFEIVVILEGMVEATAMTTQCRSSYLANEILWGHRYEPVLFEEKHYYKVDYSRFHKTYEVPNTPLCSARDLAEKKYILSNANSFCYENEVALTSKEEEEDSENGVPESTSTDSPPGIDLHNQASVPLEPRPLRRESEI
# * marks the source's active call; other numbers are inactive results; i = inactive; · = not tested or not shown.
SMILES,KCNQ2 block,CHT block,Kir21 block
COc1ccc(C(=O)/C=C/c2ccc(N3CCCCC3)c([N+](=O)[O-])c2)c(OC)c1,i,i,1.3
CCOC(=O)c1sc(NC(=O)C(C)Sc2nnc(N)s2)nc1C (stereo not given),i,i,0.99
COC(=O)c1cc(=O)n(Cc2ccc(F)cc2)c(=Nc2ccccc2)s1,-5.8*,i,-0.49
Cc1ccc(-c2nc(C(=O)NCC3CCCO3)cc3c2[nH]c2ccccc23)cc1 (stereo not given),-12*,i,-1.2
CCOc1ccc(S(=O)(=O)N2CCN(C(=O)Cc3ccc(S(=O)(=O)N4CCOCC4)s3)CC2)cc1,i,i,0.29
Cc1cc(C)nc(Nc2ccc(O)cc2)n1,i,i,0.09
Cc1ccc(NC(=O)C(=O)N2CCCC2)cc1Cl,i,i,2.2
Cc1ccc(NC(=O)CSCC(=O)Nc2nnc(C3CC3)s2)cc1,i,i,-1.1
Cc1ccc(NC(=O)c2snc3ccc(Cl)cc23)cc1C,i,i,-0.68
CCOc1ncccc1C(=O)NCc1cccc(OC)c1,i,i,-0.04
Cc1cc(NC(=O)c2cccc([N+](=O)[O-])c2)no1,i,i,-1
N=C1SCC(=O)N1c1ccccc1Cl,i,i,0.39
CCOC(=O)c1c(-c2cccc(N)c2)cn2ccccc12,i,i,-0.49
CC(=O)N(Cc1ccccc1)c1ccc(C(=O)O)cc1,i,i,0.97
COc1cc(CC(=O)O)c([N+](=O)[O-])cc1OC,i,i,-0.23
COC(=O)c1c(NC(=O)COC(=O)[C@@H](NS(=O)(=O)c2ccccc2)C(C)C)sc2c1CCC2,i,i,0.02
CC(=O)c1cccc(NC(=S)NCc2ccco2)c1,i,i,0.09
CN(C)CCN1C(=O)C(=O)/C(=C(/O)c2ccc(F)cc2)C1c1ccccc1F (stereo not given),i,i,3.3
COc1ccc(CCNC(=O)COc2ccc(S(=O)(=O)NC(C)C)cc2)cc1OC,i,i,-0.89
Cc1cc(C)c(C(=O)CSc2nnc(-c3ccccc3Br)o2)cc1C,i,·,-0.23
CC1(C)CC(=O)C(N=Nc2cccc(F)c2C#N)=C(O)C1,i,i,0.37
Cc1cccc2c1-c1sc(C(=O)Nc3nccs3)cc1CO2,i,i,0.29
CC1=NCCN1S(=O)(=O)c1ccccc1[N+](=O)[O-],i,i,-0.62
Cc1[nH][nH]c(=O)c1C=NCc1cccc(C(F)(F)F)c1,i,i,0.01
COC(=O)c1oc2nc(C)cc(C)c2c1N,i,i,-1.7
O=c1nc2ccccn2c2ccc(S(=O)(=O)N3CCCCC3)cc12,i,i,-0.33
NC(=O)NC(c1ccccc1)c1ccccc1F (stereo not given),i,i,-0.78
Cc1cc(C)cc(NC(=S)Nc2cccc3ccccc23)c1,i,i,0
Cc1ccccc1NS(=O)(=O)c1ccc(C(=O)NCC2CCCO2)cc1 (stereo not given),i,i,0.01
CCc1cccc2c(=O)c(C(=O)N3CCCCCC3)c[nH]c12,i,i,0.75
COc1ccc(CNC(=O)C2CC(=O)N(C3CCCCC3)C2)cc1 (stereo not given),i,i,-0.68
Cc1cc(C)c(S(C)(=O)=O)c(Oc2ccc(C(C)(C)C)cc2)n1,i,i,-1.6
COC(=O)c1ccc(OCc2nc(N)nc(N3CCOCC3)n2)cc1,i,i,0.57
COc1ccc(Br)cc1C(=O)Nc1ccc(O)cc1,i,i,-0.78
CCOc1ccc(N(Cc2ccccc2F)C2=NC3CS(=O)(=O)CC3S2)cc1 (stereo not given),i,i,1.6
CCc1ccccc1NC(=O)CC1CS(=O)(=O)CC1CC(=O)Nc1ccccc1CC (stereo not given),i,i,1.5
COc1ccc(/C=N/Nc2ncnc(Cl)c2N)cc1OC,i,i,1
CC(C)NC(=O)Cn1c(SCC(=O)N2CCCc3ccccc32)nc2ccccc21,i,i,3
Cc1cc2occ(CC(=O)N(C)CC(=O)Nc3ccc(F)cc3)c2cc1C,i,i,-0.24
Cc1nnc(N(Cc2ccco2)C(=O)c2cccc(C#N)c2)s1,i,i,1.1
CCN(CC)S(=O)(=O)c1cc(OC)c(C)cc1C,i,i,0.09
COc1cc(C(=O)NCCc2ccc(S(N)(=O)=O)cc2)cc(OC)c1OC,i,i,-0.03
CSc1nc(NCc2ccco2)c2ccccc2n1,i,i,2
Cc1cc(C)c(C#N)c(Sc2nnnn2-c2ccccc2)n1,i,i,-2
CC(C)(C)NC(=O)c1oc2ccccc2c1COc1ccccc1,i,i,-0.34
CCCCNS(=O)(=O)c1ccc(OC)c(Cl)c1Cl,i,i,-1.9
CC(C)(C)NC(=O)C(c1ccncc1)N(C(=O)C1CSC(=O)C1)c1ccccc1 (stereo not given),i,i,-2.5
COc1ccc(NCC(=O)N/N=C/C2CCCCC2)cc1,i,i,0.98
COc1ccccc1N(C)S(=O)(=O)c1ccc(C(=O)NC(C)(C)C)cc1,i,i,0.96
CCOc1ccc(CNC(=O)c2ccc(NC(=O)C3=CSCCO3)cc2)cc1,i,i,0.5
CC(C)Cn1c(N)c(C(=O)COC(=O)CCc2nc3ccccc3s2)c(=O)n(C)c1=O,i,i,-0.78
O=C(c1cccc(Cl)c1)N1CCC(N2CCC(C(=O)N3CCCC3)CC2)CC1,i,i,0.13
Cc1c(N=Nc2ccc(O)cc2)c(=O)n(-c2ccccc2)n1C,i,i,1.5
O=C(COC(=O)/C=C/c1ccc(C(F)(F)F)cc1)NC1CC1,i,i,-0.14
CCC(Sc1nc2ccncc2[nH]1)C(=O)Nc1ccc(C)c(Cl)c1 (stereo not given),i,i,-0.74
Cc1n(CC(O)COC2CCCCC2)c2ccccc2[n+]1C (stereo not given),i,i,-0.01
O=C(COC(=O)CCCN=C1NS(=O)(=O)c2ccccc21)NNC(=O)c1ccccc1,i,i,-0.97
COc1ccc(-c2cc3nc(C)c(CCC(=O)N4CCN(c5ccccn5)CC4)c(C)n3n2)c(OC)c1,i,i,0.65
Cn1c(=O)cc(OCC(=O)NC2CCCCC2)c2ccccc21,i,i,-0.34
COc1cccc(/C=C/C(=O)OCC(=O)Nc2ccc(Cl)c(S(=O)(=O)N(C)C)c2)c1OC,i,i,-0.95
# Continued.
SMILES,KCNQ2 block,CHT block,Kir21 block
CC1(c2ccccc2)NC(=O)N(CC(=O)NC(=O)NC2CCCC2)C1=O (stereo not given),i,i,0.47
O=C(COc1ccc(Cl)cc1)Nc1ccc2oc(=O)ccc2c1,i,i,0.69
CC(=O)Nc1nc(C)c(-c2nc3ccc([N+](=O)[O-])cc3[nH]2)s1,i,i,-1.5
N#Cc1c(N2C(=O)Nc3ccccc3N2O)sc2c1CCCC2,i,i,-0.15
CC(C)OCCCNC(=O)c1cn(C)c2ccc(S(=O)(=O)N3CCCC3)cc2c1=O,i,i,1.8
Cc1ccccc1NC(=O)C1c2cccc[n+]2CC(=O)N1c1c(C)cccc1C (stereo not given),i,i,0.19
CCCCn1c2c(c(=O)n(C)c1=O)C(CC(=O)OCC(=O)Nc1cccc(C(F)(F)F)c1)C(=O)N2 (stereo not given),i,i,-1.9
COC(=O)CSc1nc(NC(C)(C)C)nc(N(C)C)n1,i,i,-0.05
COc1ccc(OCC(=O)N2CCC(Cc3ccccc3)CC2)cc1,i,i,-0.03
COC(=O)Cc1[nH]nc2c1C(c1cccc(OC)c1OC)C(C#N)=C(N)O2 (stereo not given),i,i,1.9
CC1=C(C(=O)OCc2ccccc2)C(c2ccco2)C2=C(CC(C)(C)CC2=O)N1 (stereo not given),i,i,0.06
COc1c(Br)cc(Br)cc1/C=N/NC(=O)c1cccnc1,i,i,0.45
COc1ccccc1C(=O)NC(=S)Nc1ccc(N2CCCC2)cc1,i,i,0.01
CCN(CCNC(=O)c1cccc(N2CCCC2=O)c1)c1ccccc1,i,i,-3.1
Cc1cc(C(F)(F)F)cc(NNC(=O)NC(=O)c2c(F)cccc2Cl)n1,i,i,0.47
Cc1cccc(Nc2ncnc3c2cnn3C)c1,i,i,-0.05
COc1cccc(N(CC(=O)NC(C)(C)C)C(=O)C2CSC(=O)C2)c1 (stereo not given),i,i,-0.34
CC1(C)CC(=O)/C(=C(/O)Cc2ccccc2)C(=NCCc2ccccc2)C1,i,i,-4.3*
CC(C)N1CC2=C(C1=O)C(c1ccc(O)cc1)NC(=O)N2C (stereo not given),i,i,-0.78
Cc1ccc(S(=O)(=O)c2c(C)cc(C)nc2N2CCCC2)cc1,i,i,-3.1
O=C(Nc1cccc2c1CCCC2)C1CCN(c2nnnn2-c2ccccc2)CC1,i,i,-0.07
COc1ccc2cc(-c3ccon3)ccc2c1,i,i,-0.41
Nc1nonc1-c1nc2ccccc2n1CC(=O)N/N=C/c1ccc(-c2cccc(C(=O)O)c2)o1,i,·,1.1
CN(c1c[nH]c(=O)[nH]c1=O)C1CCCCC1,i,i,0.08
COc1ccc(C)cc1NC(=O)C(Sc1nnc(-c2cccs2)o1)c1ccccc1 (stereo not given),i,i,1.4
CC(C)(C)c1ccc(S(=O)(=O)NCc2ccccn2)cc1,i,i,0.34
CCOC(=O)C(C)n1cnc2c(nnn2-c2cccc(Cl)c2)c1=O (stereo not given),i,i,-0.81
O=C(CNS(=O)(=O)c1cccc(Br)c1)NCC1CCCCC1,i,i,-2.5
Cc1cccc(N(C(=O)c2ccc(CN3CCOCC3)o2)C(C(=O)NC2CCCCC2)c2ccc(F)cc2)c1 (stereo not given),i,i,-0.42
C=CCNC(=S)N1CCN(CCN=Cc2c(C)[nH]n(-c3ccc([N+](=O)[O-])cc3)c2=O)CC1,i,i,0.73

# Among those listed so far, 11 contain a Cl atom.
SMILES,KCNQ2 block,CHT block,Kir21 block
Cc1ccc(NC(=O)C(=O)N2CCCC2)cc1Cl,i,i,2.2
Cc1ccc(NC(=O)c2snc3ccc(Cl)cc23)cc1C,i,i,-0.68
N=C1SCC(=O)N1c1ccccc1Cl,i,i,0.39
COc1ccc(/C=N/Nc2ncnc(Cl)c2N)cc1OC,i,i,1
CCCCNS(=O)(=O)c1ccc(OC)c(Cl)c1Cl,i,i,-1.9
O=C(c1cccc(Cl)c1)N1CCC(N2CCC(C(=O)N3CCCC3)CC2)CC1,i,i,0.13
CCC(Sc1nc2ccncc2[nH]1)C(=O)Nc1ccc(C)c(Cl)c1 (stereo not given),i,i,-0.74
COc1cccc(/C=C/C(=O)OCC(=O)Nc2ccc(Cl)c(S(=O)(=O)N(C)C)c2)c1OC,i,i,-0.95
O=C(COc1ccc(Cl)cc1)Nc1ccc2oc(=O)ccc2c1,i,i,0.69
Cc1cc(C(F)(F)F)cc(NNC(=O)NC(=O)c2c(F)cccc2Cl)n1,i,i,0.47
CCOC(=O)C(C)n1cnc2c(nnn2-c2cccc(Cl)c2)c1=O (stereo not given),i,i,-0.81

# Next entries follow.
SMILES,KCNQ2 block,CHT block,Kir21 block
O=C(Oc1cccc2cccnc12)c1cccc(N2C(=O)C3C4CCC(C4)C3C2=O)c1 (stereo not given),i,i,1.2
COc1ccc(N(CC(=O)N2CCN(C)CC2)S(=O)(=O)c2ccccc2)cc1OC,i,i,0.87
CC1(C)COC2(OC1)C(=O)Nc1ccccc12,i,i,0.57
O=C(CSc1ncn[nH]1)N/N=C/c1ccc(C(F)(F)F)cc1,i,i,0.41
Cc1ccc2[nH]c(C(=O)N3CCC(C(N)=O)CC3)cc2c1,i,i,1.8
COc1ccc(-n2ncc3c(SCC(=O)NNC(C)=O)ncnc32)cc1,i,i,-0.79
O=C(COc1ccccc1)NC1CCSc2ccccc21 (stereo not given),i,i,-2.1
O=C(NNc1ccccc1Br)C(O)(c1cccc(C(F)(F)F)c1)c1cccc(C(F)(F)F)c1,i,i,0.32
CC(C)(C)NC(=O)CN(Cc1cccs1)C(=O)c1csnn1,i,i,0.16
O=C(N/N=C/c1sc(=O)n(Cc2ccc(Br)cc2)c1Cl)c1ccco1,i,i,1.2
Cc1cc(=O)[nH]c(NCCO)n1,i,i,-0.5
CSc1sc(C)cc1/C=N/O,i,i,-1.4
CCOc1ccc(-c2nc(C#N)c(NC3CC3)o2)cc1,i,i,0.21
CC(C)(C)N=C1SCC(C)(/C=N/O)S1 (stereo not given),i,i,-0.66
CC(Nc1cc(=O)n(C)c(=O)[nH]1)c1ccccc1 (stereo not given),i,i,1.6
N#Cc1c(SC(C(=O)O)c2ccccc2)nc2c(c1-c1cccs1)CCCC2 (stereo not given),i,i,1.6
O=C(CC(=O)c1cc(Cl)ccc1O)c1ccccc1,i,i,-1
Cc1ccc(Cn2c(NCCc3ccccc3)nc3c2c(=O)n(C)c(=O)n3C)cc1,i,i,-1.3
c1ccc2c(N3CCCCC3)nc(N3CCCC3)nc2c1,i,i,-1.6
COC(=O)C1CN(C(=O)COc2ccc(C)cc2)c2ccccc2O1 (stereo not given),i,i,-0.71
CC(C)C1CC(CCNCc2ccc(N(C)C)cc2)(c2ccccc2)CCO1 (stereo not given),i,i,-2.4
COc1ccc(C(=O)c2ccc(OC)c(Br)c2)cc1Br,i,i,-0.02
COc1cccc(/C=N/NC(=O)C(=O)N2CCCCCC2)c1O,i,i,0.45
Nc1nc2ncc(-c3ccsc3)c(N)n2n1,i,i,-1
O=C(CCN1C(=O)C2C3CCC(C3)C2C1=O)Nc1ccccc1C(F)(F)F (stereo not given),i,i,-1.1
CCOC(=O)C1=C(C)NC(C)=C(C(=O)OCC)C1C(=O)OCC(=O)N(CC)C1CCS(=O)(=O)C1 (stereo not given),i,i,-1.7

# Screening results as filed in PubChem BioAssay.
